# Screening results deposited in PubChem by National Center for Advancing Translational Sciences (NCATS).
# POLH inh = qHTS for Inhibitors of Polymerase Eta; Potency, µM (top dose mostly 114 µM), for the others: top-dose activity change, negative = inhibition, most hits filed as inhibitors; recombinant Pol eta, fluorescent DNA replication assay; 390,000 compounds, 1.2% hits; DNA polymerase eta (Homo sapiens), Q9Y253; also: potency is read from the fitted curve at half-maximal effect; % is scaled to controls: 0 for no effect and ±100 for the full control effect
# Target sequence (Q9Y253 whole entry, looked up): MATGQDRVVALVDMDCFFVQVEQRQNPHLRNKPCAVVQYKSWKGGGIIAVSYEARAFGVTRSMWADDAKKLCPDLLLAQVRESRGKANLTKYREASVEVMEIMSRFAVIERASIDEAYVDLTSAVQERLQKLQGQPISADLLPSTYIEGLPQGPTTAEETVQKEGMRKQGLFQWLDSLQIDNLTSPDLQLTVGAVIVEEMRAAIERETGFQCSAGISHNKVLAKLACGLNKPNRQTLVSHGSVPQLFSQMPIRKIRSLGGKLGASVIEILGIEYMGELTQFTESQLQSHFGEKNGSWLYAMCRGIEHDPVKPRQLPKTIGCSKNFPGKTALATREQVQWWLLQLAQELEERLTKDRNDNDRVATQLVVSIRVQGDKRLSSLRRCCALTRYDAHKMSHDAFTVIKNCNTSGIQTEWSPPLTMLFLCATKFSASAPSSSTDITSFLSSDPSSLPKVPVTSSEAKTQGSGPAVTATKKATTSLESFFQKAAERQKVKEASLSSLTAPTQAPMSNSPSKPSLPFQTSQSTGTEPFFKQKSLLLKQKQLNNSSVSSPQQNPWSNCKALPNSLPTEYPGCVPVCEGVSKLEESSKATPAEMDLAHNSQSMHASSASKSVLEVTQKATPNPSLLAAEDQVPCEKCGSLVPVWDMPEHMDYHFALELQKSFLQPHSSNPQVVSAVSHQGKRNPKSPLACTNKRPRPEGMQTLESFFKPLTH
#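 Pol eta (10 nM) was preincubated with compounds for 15 min at room temperature, after which fluorescent replication substrate (50 nM final) was added to start the reaction. Fluorescence was read kinetically at 0 and 10 min.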
# ERG-DNA inh = qHTS for Small Molecule Inhibitors of the ERG Ets/DNA interaction. Transcriptional regulator ERG (Homo sapiens), P11308. fluorescence polarization, His-ERG Ets domain / labelled DNA. Potency, µM (doses to about 76.9 µM), inactives show top-dose FP activity, negative = inhibition, actives largely listed as inhibitors. 370,000 compounds, 0.028% hits. AID 624246, 2012; active = well fitted inhibition curve with a large enough effect in the polarisation, with a control signal flat; inconclusive = small, poorly fitted or top-dose-only effect, or effect the other way, or a change in a side signal; inactive = no such curve, though single readings can be large or run the other way; the % refers to the polarisation;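 also: polarization taken with two DNA probes labelled with fluorescein and Texas red; potency is read from the fitted curve at half-maximal effect; % of control where 0% means no effect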
#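 His-tagged ERG Ets domain (1 uM in the protein solution; 300mM KCl, 50mM Tris-HCl, 1mM EDTA, 1mM DTT, pH 7.5) received compound, then a probe mix of 5 nM fluorescein-DNA and 100nM Texas-615-DNA. Fluorescence polarization was read for both dyes.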
# Pol kappa inh = qHTS for Inhibitors of Polymerase Kappa; AID 588579, 2011; purified Pol kappa, fluorescent DNA synthesis assay, 10 min; DNA polymerase kappa (Homo sapiens), Q9UBT6; Potency, µM (titrated, usually from 107 µM), for inactives: top-dose activity, negative = inhibition, most hits filed as inhibitors; 400,000 compounds, 0.53% hits; also: potency is read from the fitted curve at half-maximal effect; % is scaled to controls: 0 for no effect and ±100 for the full control effect
#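 Fluorescent qHTS in 1536-well format: enzyme (10 nM) and compound sat 15 min at room temperature before 50 nM substrate (final) was added. Signal taken at 0 and 10 min; no-enzyme buffer wells were negative controls.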
# RGS4 inh = Inhibitors of Regulator of G Protein Signaling (RGS) 4: qHTS; Regulator of G-protein signaling 4 (Homo sapiens), P49798; Transcreener GDP fluorescence polarization, RGS4-accelerated GTP hydrolysis; Potency, µM (highest dose often 114 µM), for the others: top-dose activity change, negative = inhibition, most hits filed as inhibitors; 390,000 compounds, 0.039% hits; AID 504845, 2011; also: potency is read from the fitted curve at half-maximal effect; % is scaled to controls: 0 for no effect and ±100 for the full control effect; nearly all actives have a fitted effect of over 75% in size; some results filed as inactive show a strong effect at the top dose
# Target sequence (P49798 whole entry, looked up): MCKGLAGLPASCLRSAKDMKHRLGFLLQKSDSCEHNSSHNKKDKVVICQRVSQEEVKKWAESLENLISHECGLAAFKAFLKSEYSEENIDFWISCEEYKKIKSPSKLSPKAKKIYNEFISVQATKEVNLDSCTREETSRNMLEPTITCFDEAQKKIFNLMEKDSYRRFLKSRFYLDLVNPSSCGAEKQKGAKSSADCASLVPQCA
#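 MLSMR compounds (23 nl, pin-transferred) preincubated 10 min at room temperature with a 500nM (2x) first reagent, then RGS4 at 900nM (2x) plus Transcreener GDP mix added; fluorescence polarization (620/688 nm) read before and after 90 min at 30 °C.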
# LDHA block = qHTS assay for inhibitors of human lactate dehydrogenase. L-lactate dehydrogenase A chain (Homo sapiens), P00338. purified LDHA, NADH/diaphorase-resazurin fluorescence; hits give low values. activity change, % (values are at about 110 or 230 µM). 480,000 compounds, 0.15% hits. AID 1347041, 2019; in the data active = activity change below about -30%; inconclusive = mostly about -25% to -30%;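 also: plate controls were DMSO wells for no effect and wells without enzyme for full effect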
#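 LDH5 2 nM; NADH 0.06 mM, pyruvate 0.2 mM; 200 mM Tris pH 7.4, EDTA, Tween-20; 5 min RT. Detection: diaphorase 0.133 mg/mL + resazurin 37 µM, fluorescence ex540/em590 at 0 and 20 min; normalized to enzyme-free and DMSO wells.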
# ALOX12 inh = Primary qHTS assay for inhibitors of human arachidonate 12S-lipoxygenase (ALOX12): Round 2 | Polyunsaturated fatty acid lipoxygenase ALOX12 (Homo sapiens), P18054 | purified 12hLO, xylenol orange hydroperoxide absorbance | Potency, µM (series often up to 108 µM), inactives show at the top dose activity change, negative = inhibition, usual class: inhibitors | 580,000 compounds, 1.1% hits | AID 1671190, 2021; also: potency is read from the fitted curve at half-maximal effect; % is scaled to controls: 0 for no effect and ±100 for the full control effect
#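 Purified human 12hLO (150 nM final) in 25 mM Hepes, 0.01% Triton X-100, pH 7.0 was preincubated 15 min at room temperature with compound. Then 40 uM arachidonic acid was added, 30 min. Hydroperoxide was read by Fe-XO absorbance ratio 573/405 nm.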
# Apoferritin bind = qHTS Assay for Identification of Novel General Anesthetics; Ferritin light chain (Equus caballus), P02791; apoferritin/1-aminoanthracene competitive binding, fluorescence; 350,000 compounds, 0.074% hits; Potency, µM (doses to about 77.5 µM), for the others: at the highest dose activity change, negative = displacement, most hits filed as inhibitors; also: potency is read from the fitted curve at half-maximal effect; % is scaled to controls: 0 for no effect and ±100 for the full control effect; nearly all actives have a fitted effect of over 20% in size
# Target sequence (P02791 2-175 limits assumed): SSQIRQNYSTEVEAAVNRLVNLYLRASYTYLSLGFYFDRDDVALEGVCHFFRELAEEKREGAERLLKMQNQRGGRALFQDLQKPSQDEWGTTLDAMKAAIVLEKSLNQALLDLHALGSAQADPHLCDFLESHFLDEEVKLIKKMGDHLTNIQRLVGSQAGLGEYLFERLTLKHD
#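 Horse-spleen apoferritin (10 uM) in 50% saturated 1-aminoanthracene in PBS was incubated 10 min at room temperature with compound. Fluorescence (ex 380, em 535 nm) was normalized to free and bound 1-AMA, with concentration-response fitted by a four-parameter Hill equation.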
# APE1 inh = qHTS Assay for Inhibitors of the Human Apurinic/apyrimidinic Endonuclease 1 (APE1); DNA repair nuclease/redox regulator APEX1 (Homo sapiens), P27695; recombinant APE1, TAMRA/BHQ-2 abasic DNA cleavage fluorescence; Potency, µM (series often up to 65.8 µM), for inactives: at the top dose activity change, negative = inhibition, actives largely listed as inhibitors; 350,000 compounds, 0.35% hits; AID 2517, 2012;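 also: potency is read from the fitted curve at half-maximal effect; plate controls were vehicle for no effect and reference inhibitor for full effect; nearly all actives have a fitted effect of over 55% in size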
#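 Kinetic fluorescence read (525 ex/598 em nm, three reads 60 s apart) of AP-site incision; signal = third minus first read. Enzyme 0.75 nM, dual-labelled THF duplex 50 nM, compound preincubation 15 min RT.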
# Pol beta inh = qHTS Assay for Inhibitors of DNA Polymerase Beta | P06746 | Pol beta primer extension/strand displacement, fluorescence kinetic | Potency, µM (titrated, usually from 114 µM), inactives show at the highest dose activity change, negative = inhibition, hits mostly inhibitors | 340,000 compounds, 1.3% hits; also: potency is read from the fitted curve at half-maximal effect; % is scaled to controls: 0 for no effect and ±100 for the full control effect
#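 Homogeneous kinetic assay of primer extension and strand displacement by 10 nM Pol beta, preincubated 15 min at room temperature with compound before 50 nM substrate (final) was added. Read at 0 and 10 min; four-parameter Hill fit.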
# Numbers without * were called inactive; ? = inconclusive; · = not tested or not shown; [ ] = another dose, or the depositor's remark. Unless noted, calls follow the shape of the dose curve; as a rule, active = well fitted curve in the direction sought with a large enough effect; inconclusive = small, poorly fitted or top-dose-only effect, or another doubt; inactive = no such curve, though single readings can be large; an effect the other way counts as inactive or inconclusive. An excerpt; the hit share may differ from the screen's.
compound | POLH inh | ERG-DNA inh | Pol kappa inh | RGS4 inh | LDHA block | ALOX12 inh | Apoferritin bind | APE1 inh | Pol beta inh
Cc1ccccc1OCc1nnc(SCC(=O)Nc2ccc3c(c2)oc2ccccc23)n1C | 6.8% | 1.6% | -6.2% | 16.8% | -2.6 | -18.3% | -6.6% | 5.7% | -0.6%
C[C@H](CO)N1C[C@H](C)[C@@H](CN(C)Cc2ccc(-c3ccccc3)cc2)Oc2c(NS(=O)(=O)c3ccccc3)cccc2C1=O | -11.5% | 6.5% | -8.5% | -19.9% | 1.4 | -0.2% | · | 0.0% | ·
COC(=O)c1ccc(CSc2nc3c([nH]c4ccccc43)c(=O)n2-c2cccc(Cl)c2)o1 | -14.4% | -0.1% | -5.3%[60.1 µM] | -1.0% | -1.6 | ? | -0.2% | · | 9.9%
CCOC(=O)C1=C(C)NC(=O)NC1c1ccc(-c2ccc(Cl)cc2)o1 (centres undefined) | -4.7% | 13.1% | -6.1% | 0.0% | -8.5 | -24.2% | 0.2% | 0.9% | -13.2%
CCOC(=O)c1sc(NC(=O)Nc2ccccc2)cc1C | ? | ? | -14.3% | -27.9% | 6.1 | ? | ? | -0.2% | -18.1%
COc1ccc(C(=O)NCCS(=O)(=O)N(C)C2CCCCC2)cc1 | 5.9% | · | -2.2% | 3.0% | -6.1 | -14.0% | · | 29.6% | ·
Cc1cccc(-n2c(=O)c3c(C)c(C)sc3n(CC(N)=O)c2=O)c1 | -17.1% | 11.6% | 10.8% | 21.0% | -4.5 | -0.3% | -2.5% | -0.8% | 3.0%
COc1ccccc1CNC(=O)CN1C(=O)c2cccnc2Oc2ccccc21 | · | -0.2% | -8.5% | 5.1% | -3.8 | -16.2% | -5.4% | · | 10.2%
CCOC(=O)C1=NOC(COc2ccccc2C=O)C1 (centres undefined) | -14.9% | -4.4% | 6.3% | ? | -4.0 | 19.8% | -12.1% | -2.2% | 5.6%
CCCN(CCC)c1ccc(/C=C/c2ccc3cc(OCC)ccc3n2)cc1 | -11.0% | 2.1% | 8.1% | 9.1% | 1.1 | -3.9% | -8.3% | 48.7%[activator] | 18.8%
Cc1ccc(C)c2c(N)c3c(nc12)CCCCC3 (tested in a mixture with another compound) | -10.8% | 9.6% | -4.1% | 30.5% | -2.1 | 0.5% | -10.5% | -2.2% | -9.0%
Cc1sc(N/N=C/c2ccco2)nc1-c1ccccc1 | -16.9% | 9.1% | -4.0% | 1.7% | -1.1 | -12.3% | -10.1% | -0.9% | 18.2%
Cc1ccc(C)c(NC(=O)c2nc(S(C)(=O)=O)ncc2N(Cc2ccc(C(C)(C)C)cc2)Cc2ccco2)c1 | -27.8% | 7.2% | -5.9% | -8.9% | 1.7 | -14.7% | ? | · | -2.2%
CCc1ccc(OCC(=O)Oc2ccc([N+](=O)[O-])cc2)cc1 | -2.1% | 0.3% | -5.2% | 12.9% | -0.2 | -27.6% | -16.6% | -5.3% | 3.1%
COc1ccc(CNC(=O)C(=O)NC2CC(C)(C)NC(C)(C)C2)cc1 | -3.2% | 1.9% | 3.1% | -9.2% | -6.1 | 0.0% | -5.3% | 11.8% | 36.6%
CN1CCN(c2nc(C(N)=O)cc(-c3ccccc3)n2)CC1 | 6.9% | 2.3% | -9.4% | 0.5% | -0.9 | 0.0% | -14.5% | -2.7% | 10.8%
COc1cc(/C=C(\NC(=O)c2ccccc2)C(=O)Nc2cccc(O)c2)c([N+](=O)[O-])cc1OC | -4.7% | -17.1% | -14.4% | 12.6% | 2.8 | -1.3% | -23.0% | 0.1% | 17.3%
O=C(Nc1nc(COc2ccccc2)cs1)C12CC3CC(CC(C3)C1)C2 | -9.1% | 4.0% | -5.5% | -30.3% | 3.0 | 28.2µM* | 53.3%[activator] | 1.0% | 6.5%
CC1(C(=O)O)Sc2[nH]c(=O)sc2C2c3ccccc3OC(=O)C21 (centres undefined) | 10.1% | 7.0% | -15.0% | -15.5% | -1.0 | 0.0% | -6.7% | ? | -9.9%
CC(C)(C)c1ccc(Cc2n[nH]c(=S)[nH]c2=O)cc1 | -11.1% | 4.5% | -21.6% | -50.1% | 0.9 | 15.8µM* | -7.9% | -3.5% | 3.6%
CC1Cc2ccccc2N1c1ncnc2c1nnn2Cc1ccccc1 (centres undefined) | 6.8% | -12.3% | -13.6% | 6.3% | -12.4 | -12.7% | -6.4% | 4.2% | ?
O=C(COc1ccccc1Cl)NCCCN1CCOCC1 | -14.6% | -3.3% | -1.3% | -6.3%[11.4 µM] | -4.7 | -2.4% | -4.5% | -5.4% | 1.6%
O=C(Nc1cccc(C(=O)O)c1)Nc1ccc2c(c1)OCO2 | 7.7% | -4.8% | -4.8% | 39.8% | -3.8 | 1.2% | -1.0% | 8.4% | 4.0%
COc1ccc(C(=O)NCCOc2cccc(Oc3ccccc3)c2)cc1OC | -8.7% | · | -14.5% | -10.0% | -0.4 | 0.9% | · | -29.0% | ·
CCn1c(C)[n+](CCCS(=O)(=O)[O-])c2cc(Cl)c(Cl)cc21 | -10.0% | -0.6% | -3.9% | -30.5% | -46.1* | 32.2%[activator] | -3.0% | -0.2% | 11.9%
CCOc1ccccc1NC(=O)c1cc2c(=O)n(Cc3cccnc3)ccc2nc1C | 3.9% | 4.7% | -13.1% | 5.2% | -1.9 | -1.3% | -1.2% | · | -28.4%
C=CCn1c(CSc2nnc(-c3ccccc3)n2C)n[nH]c1=S | -14.7% | 0.3% | 1.0% | -19.1% | -0.6 | 0.0% | 34.6%[activator] | 2.0% | 8.9%
O=C(O)c1cccc(N2C(=O)/C(=C/c3ccc(SCc4ccc(Cl)cc4)o3)SC2=S)c1 | 7.94µM* | 33.9%[activator] | 79.4µM* | -42.1% | 5.9 | 3.55µM* | -11.2% | 10µM* | 3.16µM*
O=C(CC1SC(N2CCCCC2)=NC1=O)Nc1cccc(C(=O)NCc2ccc(F)cc2)c1 (centres undefined) | 2.5% | 7.8% | 2.4% | -4.9% | -4.6 | -25.9% | · | 0.3% | ·
Cc1sc2c(c1C)c(=O)n(CCc1ccccc1)c(=O)n2Cc1ccccc1Cl | · | -0.6% | 9.8% | 2.3% | 2.8 | -2.7% | 13.7% | · | 13.2%
Cc1c(-c2cc(Br)ccc2O)nc2cc3c(cc2c1C)OCO3 | -15.1% | 2.3% | -18.7% | -2.9% | -0.2 | 55.1%[activator] | 7.1% | 28.2% | -15.5%
CC(C)c1cc(C(=O)N2CCCC(N3CCN(c4ccc(F)cc4)CC3)C2)no1 (centres undefined) | -24.1% | 0.5% | -5.3% | -15.5% | -2.9 | -11.3% | -7.6% | 25.5% | 4.2%
Cc1noc(C)c1COC(=O)C1CC(O)CN1S(=O)(=O)c1ccc(Cl)cc1 (centres undefined) | -5.9% | 12.2% | 3.1% | -0.8% | -0.8 | -28.7% | -0.8% | -0.3% | -1.7%
CCOC(=O)c1cccc(NC(=O)CCc2nnc3ccc(N4CCN(C)CC4)nn23)c1 | -18.5% | 9.4% | 1.5% | -0.1%[11.4 µM] | 0.3 | 13.8% | -5.6% | 10.4% | 16.2%
Cc1occc1C(=O)NC1CCCCCC1 | -7.3% | 1.8% | -1.4% | -13.5% | -0.7 | 0.0% | -23.9% | -0.5% | 9.6%
Cc1c(Cl)cccc1NC(=O)CCn1cnnn1 | 1.0% | 7.5% | 2.8% | 17.1% | 0.7 | 0.0% | -3.2% | · | 9.5%
CCOc1ccc(C(CC(=O)O)NC(=O)C2c3ccccc3Oc3ccccc32)cc1 (centres undefined) | -3.7% | 2.5% | -0.9% | -10.0% | 1.2 | -8.3% | -8.3% | 2.2% | 32.2%
O=C(COC(=O)CN1C(=O)C2CCCCC2C1=O)Nc1ccc(S(=O)(=O)N2CCOCC2)cc1 (centres undefined) | -9.3% | 5.9% | -1.5% | -21.3% | -4.1 | 19.4% | -18.1% | -0.5% | 56.8%
Cc1cc(C)cc(N2CCn3c2nc2c3c(=O)n(Cc3c(F)cccc3Cl)c(=O)n2C)c1 | -2.7% | -0.6% | 2.8% | 16.8% | -17.5 | -19.5% | -9.9% | · | -1.4%
CCCCC(=O)Nc1ccc2c(c1)nc(CCN1CCN(C)CC1)n2C | -0.9% | 4.4% | 3.1% | 4.8% | -5.6 | 135.2%[activator] | -4.1% | 1.2% | -3.4%
